Bioassay records (PubChem BioAssay)
GPR151 ag: activators of human GPR151 | PathHunter beta-arrestin GPR151 cells, luminescence | activation, % at 11.2 µM | actives 1% (n = 650,000); in the data active = activation above about 4.9%;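 note: 0% = median of compound wells and 100% = cells with positive control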
Target sequence (Q8TDV0 whole entry, looked up): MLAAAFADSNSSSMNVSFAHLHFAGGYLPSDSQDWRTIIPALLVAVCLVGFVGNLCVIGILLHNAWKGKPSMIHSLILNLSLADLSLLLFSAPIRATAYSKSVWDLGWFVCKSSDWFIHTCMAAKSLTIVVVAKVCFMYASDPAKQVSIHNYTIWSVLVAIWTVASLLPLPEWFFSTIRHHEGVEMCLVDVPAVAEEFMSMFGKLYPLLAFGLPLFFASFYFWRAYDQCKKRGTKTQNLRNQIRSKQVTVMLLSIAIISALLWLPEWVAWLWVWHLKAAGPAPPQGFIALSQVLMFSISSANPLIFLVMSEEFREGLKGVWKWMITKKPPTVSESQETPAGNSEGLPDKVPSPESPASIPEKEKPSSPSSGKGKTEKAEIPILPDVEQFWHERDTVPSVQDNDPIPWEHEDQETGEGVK
MITF primary: blocks human microphthalmia-associated transcription factor | AlphaScreen MITF homodimerization, bead proximity signal | inhibition, % at 2.6 µM | O75030 | actives 0.91% (n = 650,000) | AID 1259374; in the data active = inhibition above about 50%;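 note: 0% = vehicle wells with protein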
Target sequence (O75030 whole entry, looked up): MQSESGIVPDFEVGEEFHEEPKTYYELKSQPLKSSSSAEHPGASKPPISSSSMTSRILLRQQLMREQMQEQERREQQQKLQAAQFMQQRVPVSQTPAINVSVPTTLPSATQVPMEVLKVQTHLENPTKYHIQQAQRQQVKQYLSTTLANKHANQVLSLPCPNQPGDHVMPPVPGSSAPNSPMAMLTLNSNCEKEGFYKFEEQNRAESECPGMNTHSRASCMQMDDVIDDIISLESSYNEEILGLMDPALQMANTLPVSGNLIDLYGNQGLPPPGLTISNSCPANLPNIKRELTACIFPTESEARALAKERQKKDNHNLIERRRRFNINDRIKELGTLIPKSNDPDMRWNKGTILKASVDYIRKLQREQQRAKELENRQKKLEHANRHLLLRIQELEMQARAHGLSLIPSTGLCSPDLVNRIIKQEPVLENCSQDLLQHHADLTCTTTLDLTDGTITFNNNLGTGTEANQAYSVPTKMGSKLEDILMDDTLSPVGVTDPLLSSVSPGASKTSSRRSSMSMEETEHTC
TEAD-YAP block: TEAD-YAP interaction inhibition; HEK-TIYL cells, TEAD-Gal4/YAP UAS-luciferase luminescence; inhibition, % at 9.12 µM; actives 1.4% (n = 640,000); in the data active = inhibition above about 32%;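 note: 0% = median of test compound wells and 100% = reference inhibitor wells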
FBW7 activator: human FBW7 E3 ligase activation, primary screen; Q969H0; AlphaScreen FBW7–phospho-cyclin E peptide binding, activator screen; normalized activity (activation), % at 26.1 µM; actives 0.13% (n = 650,000); AID 1259310; in the data active = normalized activity above about 1.9%;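 note: purified mutant Fbw7 with reduced substrate affinity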
Starred values were filed as active, the others as inactive.

compound,GPR151 ag,MITF primary,TEAD-YAP block,FBW7 activator
CC(C)CCNC(=O)C(=O)Nc1cccc(Cl)c1Cl,0.6,-13.3,-59.0,0.0
COc1ccc(C2c3cccn3CCN2S(=O)(=O)c2ccccc2F)cc1OC (centres undefined),0.0,13.8,-10.5,0.2
Cc1cc(=O)c2n(CC(=O)N/N=C/c3ccc4c(c3)OCO4)nc[n+]2[nH]1,0.2,-8.5,-2.0,-0.1
C=CCOC(=O)C1=C(C)NC(C)=C(C(=O)OCC=C)C1c1cccc(Oc2ccccc2)c1,7.1*,8.6,2.9,0.8
O=C(CBr)CCN1C(=O)c2ccccc2C1=O,-0.6,9.9,4.8,0.0
COC(=O)c1nn2c(C(F)(F)F)cc(-c3ccco3)nc2c1Cl,-0.1,3.2,-0.5,0.1
CC1CCCC(NC(=O)C2N(Cc3ccc(F)cc3)C(=O)C3C(C(=O)Nc4ccc(Cl)cc4)C4C=CC32O4)C1C (centres undefined),5.3*,-8.9,0.8,-0.1
CC(C)Oc1cccc(C(=O)Nc2ccc(-c3nc4cc(Cl)cc(Cl)c4o3)cc2)c1,-0.1,2.4,7.4,-0.1
CCOC(=O)C1=C(C)N=c2s/c(=C\c3ccc(-c4ccc([N+](=O)[O-])cc4C)o3)c(=O)n2C1c1ccc2c(c1)OCO2 (centres undefined),-2.0,9.8,0.6,-0.1
Cc1ccnc(NCN2C(=O)c3ccncc3C2=O)c1,2.7,2.5,6.3,-0.1
COc1cc(C)nc(N(CC(=O)O)S(=O)(=O)c2ccc(C)cc2)n1,-0.3,-4.7,-1.4,-0.1
CCCOC(=O)c1cc(-c2ccc(/C=C3/C(=O)N(c4cccc(C(F)(F)F)c4)N=C3C)o2)ccc1Cl,-0.4,-14.5,-4.1,-0.1
Cc1c(O)ccc(NS(=O)(=O)c2ccc(Cl)cc2)c1C,0.9,3.3,1.0,0.0
CC(=O)c1ccc(N2CCN(C(=O)c3ccccc3F)CC2)c(F)c1,-0.9,7.4,3.4,0.0
CC(C)CNC(=O)C1CCN(Cc2ccc(Cl)cc2)CC1,-0.3,33.2,1.4,-0.1
CC1CCCC(C)N1S(=O)(=O)c1ccc(Cl)cc1 (centres undefined),0.3,0.2,-0.8,0.0
Cc1ccc(NC(=O)CSc2nncn2C)cc1Cl,2.2,10.0,-3.0,0.1
CC(=O)Nc1ccc(S(=O)(=O)Nc2c(C)nn(C)c2C)cc1,-1.1,14.6,7.1,0.7
O=C(c1ccc(CSc2nc(-c3ccc(Cl)cc3)cs2)o1)N1CCOCC1,1.5,-1.1,-51.0,-0.8
Cc1ccc2nc(SCC(=O)NCC3CCCO3)c(C#N)cc2c1 (centres undefined),0.2,-5.8,-9.5,-0.1
Cc1ccc(NC(=O)c2cccnc2)c(Br)c1,-0.7,15.9,-21.0,0.1
Cc1cc(C)c(C#N)c(SCC(=O)NCCc2ccccc2)n1,0.0,3.5,-10.8,-0.1
O=C(CN1CCSCC1)N/N=C/c1cc(Br)cs1,0.5,15.1,-5.6,0.1
Cn1nnc(NC(=O)CSc2ncn[nH]2)n1,-1.0,13.9,1.6,0.5
Nc1nc(NCCCN2CCCC2=O)cc(Nc2ccc(-n3ccnc3)cc2)n1,0.9,8.8,-3.4,-0.2
COc1ccc(OCc2cc(C(=O)N3CCCN(C(C)=O)CC3)no2)c(Cl)c1,0.1,4.1,-20.5,0.2
CCC(=O)Nc1nnc(SCC(=O)Nc2cc(C)ccc2C)s1,-0.3,-11.1,-7.6,0.1
NC(=O)c1oc2ccccc2c1NC(=O)CSc1ccccn1,-1.6,10.4,-16.4,0.1
O=S(=O)(c1ccccc1)N(CC(O)Cn1c2ccccc2c2ccccc21)c1ccccc1 (centres undefined),0.8,-5.4,-4.0,-0.2
CCCCCSc1nnc2c(n1)OC(c1cccc(O)c1)Nc1ccccc1-2 (centres undefined),0.6,7.7,3.3,0.1
N#CCSc1nc2sc3c(c2c(=O)n1C1CCCCC1)CCCC3,-1.1,9.2,-7.8,0.1
CCOC(=O)C1CN(S(=O)(=O)c2ccc(OC)cc2)c2cc(Cl)ccc2O1 (centres undefined),-2.8,-3.4,4.3,0.0
C/C(=N\NC(=O)c1ccncc1)c1ccc(N)cc1,0.4,19.2,1.0,0.0
CCc1ccc(OCCSc2nc3ccccc3n2CC(=O)O)cc1,0.4,6.5,12.1,-0.1
CCOC(=O)C(=O)Nc1ccccc1C(=O)Nc1ccc(OC)cc1,0.2,11.7,-24.7,0.0
O=C(CSc1nnc2c(n1)[nH]c1ccccc12)N1CCCCC1,-0.8,10.9,-1.0,0.5
CN(C)S(=O)(=O)N1CCN(CC(=O)c2ccco2)CC1,3.0,49.0,-2.9,-0.2
CSc1nc2n(n1)C(C)C1=C(CCCC1=O)N2 (centres undefined),-1.6,14.4,3.0,0.2
N#C/C(=C\c1ccc(C(F)(F)F)cc1)S(=O)(=O)c1ccccc1,-1.5,2.5,2.4,0.2
CC(=O)c1cccc(NC(=O)c2ccc3c(c2)C(=O)N(N2C(=O)c4ccccc4C2=O)C3=O)c1,-0.7,-2.4,0.3,0.1
O=C1OC(c2ccc(F)cc2)=N/C1=C/c1ccc([N+](=O)[O-])cc1,1.6,5.4,5.2,-0.1
O=C(NCCc1ccccc1)c1cccc([N+](=O)[O-])c1,2.4,-3.1,-22.3,0.0
COc1ccc(C2CC(=O)c3cnc(N)nc3C2)cc1 (centres undefined),-0.3,8.9,-6.7,0.3
O=C(c1ccco1)N1CCN(S(=O)(=O)c2cccc(C(F)(F)F)c2)CC1,-0.6,-2.9,8.8,-0.1
CC1=C(C(=O)N2CC(C)CC(C)C2)C2(CCC(C)CC2)OC1=O (centres undefined),-2.1,4.8,2.0,0.3

2 compounds drawn at random from those above, as already listed:
compound,GPR151 ag,MITF primary,TEAD-YAP block,FBW7 activator
CCOC(=O)C(=O)Nc1ccccc1C(=O)Nc1ccc(OC)cc1,0.2,11.7,-24.7,0.0
C/C(=N\NC(=O)c1ccncc1)c1ccc(N)cc1,0.4,19.2,1.0,0.0

The list goes on:
compound,GPR151 ag,MITF primary,TEAD-YAP block,FBW7 activator
CCOC(=O)Cc1c(C)nc2cc(-c3ccccc3)[nH]n2c1=O,-2.3,20.9,-22.7,0.3
O=C(O)c1cccc(NC(=O)C2C3C=CC(C3)C2C(=O)OCC(F)(F)C(F)F)c1 (centres undefined),0.2,-4.4,-8.2,0.0
Cc1sc2ncnc(Nc3ccc4ccccc4c3)c2c1C,-0.4,12.5,-51.5,0.0
Cc1ccc(S(=O)(=O)N(CC(=O)NC2CC2)c2cccc([N+](=O)[O-])c2)cc1,1.3,3.9,3.9,0.0
Cc1nnc(N2CCc3ccccc3C2)[nH]c1=O,4.7,-2.5,0.6,0.0
Cc1oc(C2CC2)cc1C(=O)N1CCC2(CC1)NC(=O)c1ccccc1N2,-1.5,-8.0,1.2,-0.1
O=C(O)CN1CC2([N+](=O)[O-])C=CCC([N+](=O)[O-])(C1)C2 (centres undefined),2.1,55.0*,0.7,0.0
COc1ccc(CCNC(=O)Cc2cn(-c3ccc(N4CCc5ccccc5C4)nn3)c3ccccc23)cc1,2.6,-9.8,9.0,0.0
CC(C)NCC(O)COc1ccc(Cl)cc1 (centres undefined),0.0,16.3,13.6,0.8
CCn1c(C(CC(C)C)NC(=O)Cc2c[nH]c3ccccc23)nc2cccnc21 (centres undefined),0.1,-6.2,0.7,0.3
O=P(Cc1cccc[n+]1[O-])(c1ccccc1)c1ccccc1,-0.2,-2.4,5.2,-0.1
CC1=CC(=O)C=C(C)C1=NOC(=O)c1ccc([N+](=O)[O-])cc1,-1.7,7.7,5.2,0.5
CC(=O)c1ccc(N=Cc2nc(-c3ccc(Cl)cc3)oc2O)cc1,-1.9,-9.4,-7.3,0.0
Cc1ccc(CCNC(=O)Cn2nc(-c3ccc(C)cc3)ccc2=O)cc1,-0.6,-4.5,11.7,0.1
CN1CCN(c2ncc(-c3ccc(CO)cc3)n3ccnc23)CC1,-0.3,-20.7,-47.7,0.1
O=C(CN1C(=O)c2cccc3cccc1c23)N1CCCCCC1,-0.2,-13.7,-4.9,0.1
Cc1ccc(-c2nnc(SCC(=O)N3CCC(C)CC3)o2)cc1C,-0.2,6.2,-6.7,0.2
COC(=O)c1ccccc1NC(=O)C(=O)CC(=O)c1ccc(Br)cc1,-0.9,2.6,-12.1,-0.1
COc1ccc(NC(=O)CSc2nc(C)c(C)c(C)c2C#N)cc1OC,3.8,7.2,3.5,0.0
CSC1=NC(=Nc2cccc(C(F)(F)F)c2)C2(CCCCC2)N1c1ccc(C)cc1,-0.2,4.9,2.8,0.1
O=C1/C(=C/c2ccccc2Cl)SC(=Nc2ccccc2)N1C1CCCC1,0.5,4.1,-21.6,-0.1
CCc1c(-c2ccccc2)oc2nc3c(c(=O)n(C)c(=O)n3C)n12,0.6,-4.5,-2.5,-0.1
C=CCNC(=O)/C(C#N)=C/c1ccc(C)o1,0.9,4.4,-18.5,0.1
CCCCOC(=O)c1ccc(NC(=O)COc2ccc(C(C)C)cc2)cc1,2.7,-2.6,-2.7,0.1
CCCCNC(=O)CC1SC(=NCC)N(CC)C1=O (centres undefined),0.6,7.1,5.0,0.0
COc1ccc(C2SCC(=O)N2c2ccc(Br)cc2)cc1 (centres undefined),-0.4,-3.5,-18.3,0.0
CCOC(=O)C1C(c2ccc([N+](=O)[O-])o2)NC(=O)NC1(O)C(F)(F)F (centres undefined),-0.1,3.1,4.9,0.1
CCCc1cc(=O)oc2c(C)c(O)c(CN(C)C)cc12,-2.5,5.9,9.5,0.0
CCC(C)Nc1c(-c2ccc(C)cc2)c(=O)c1=O (centres undefined),-1.9,13.0,23.6,0.1
CCSCCOC(=O)C1=C(C)NC2=C(C(=O)CC(C)(C)C2)C1c1cc([N+](=O)[O-])ccc1Cl (centres undefined),0.6,-1.1,4.2,-0.4
COc1ccc(N2C(=O)CSC2c2ccc(C(C)(C)C)cc2)cc1 (centres undefined),-0.4,2.9,2.7,-0.1
Cc1oc2ccccc2c1/C=N/Nc1nc2ccccc2s1,2.3,-9.3,2.8,-0.1
COc1cc(C)cc2nc3ccccc3n12,-0.8,-5.1,-4.8,-0.2
O=C(c1ccc(Br)s1)N1CCCC1,2.0,-6.9,-1.3,-0.1
COc1ccc(C(=O)CSc2nnc(NCc3ccccc3)s2)c(OC)c1,0.8,3.5,-1.2,-0.2
O=C(CCc1ccccc1)Nc1ccc(N2CCC(N3CCN(CCO)CC3)CC2)cc1,0.1,2.8,-3.0,0.0
Nc1cccc(-c2nc(C(=O)NCCCN3CCCC3=O)cs2)c1,-0.4,6.2,-14.4,-0.1
COc1ccccc1C(c1nnnn1C(C)C)N1CCN(C(=O)c2ccco2)CC1 (centres undefined),-0.9,-7.6,-6.2,-0.2
O=C1CCCN1CCn1cnc2c(Nc3ccc(Oc4ccccc4)cc3)nc(N3CCOCC3)nc21,1.3,1.6,-1.0,-0.2
O=C(NCc1nnc(SCC(=O)N2N=C(c3cccs3)CC2c2ccc(F)cc2)n1Cc1ccccc1)c1ccccc1 (centres undefined),-0.8,-4.2,-9.6,-0.2
CN(C)CCCNP1(=O)C=C(c2ccccc2)SC(c2ccccc2)=C1,0.8,-2.0,-6.0,-0.1
Cc1cc2c(N3CCCCC3C)ncnc2s1 (centres undefined),0.3,16.7,2.4,0.4
CN1C(=O)S/C(=C\c2ccc(I)cc2)C1=O,-0.3,-8.2,2.4,-0.1
O=C1NC(c2ccccc2)(c2ccccc2)C(=O)N1CCOCCOc1ccccc1,0.2,-8.2,-4.1,-0.1
Cc1cc(C)cc(Nc2ncnc3c2c(-c2ccccc2)cn3-c2ccc(F)cc2)c1,-1.5,2.5,0.4,0.0

Reprinted from the part before: 2 entries, followed by the next part.
compound,GPR151 ag,MITF primary,TEAD-YAP block,FBW7 activator
O=C1NC(c2ccccc2)(c2ccccc2)C(=O)N1CCOCCOc1ccccc1,0.2,-8.2,-4.1,-0.1
Cc1cc(C)cc(Nc2ncnc3c2c(-c2ccccc2)cn3-c2ccc(F)cc2)c1,-1.5,2.5,0.4,0.0
CC1CN(Cc2cccs2)Cc2ccccc2O1 (centres undefined),-0.7,4.7,-2.5,0.1
CC(C)N(CCNC(=O)c1cccc(NC2CCC(O)CC2)n1)C(C)C (centres undefined),-1.0,4.6,-10.6,0.0
CN(C)c1ccc(/C=N/N2C(=O)c3cccc4cccc(c34)C2=O)cc1,0.1,-4.1,-2.8,0.0
O=C(NCCc1nnc2n1CCN(Cc1ccc3ccccc3c1)CC2)C1CCOCC1,-0.4,-12.3,4.9,0.1
Cc1c(NC(=S)NC(=O)c2ccncc2)c(=O)n(-c2ccccc2)n1C,1.5,-0.4,-2.5,0.0
CCC1C(=O)N=C(SCC(=O)NC2CCCCC2)NC1=O (centres undefined),1.1,-4.5,8.4,0.2
NS(=O)(=O)c1cc(C(=O)Nc2ccccc2Cl)ccc1F,0.0,-4.6,-1.9,0.0
Cc1nn2cc(CNC(=O)CC3C(=O)NCCN3C/C=C/c3ccccc3)nc2s1 (centres undefined),0.3,-10.1,0.4,-0.1
CCC1CCc2c(sc(NC(=O)c3cccnc3)c2C(N)=O)C1 (centres undefined),-1.2,-4.5,-16.8,-0.1

This is a random part of the collection; any-hit rate near 3.4%.
